Screening results (PubChem BioAssay)
ABCB6 inh MLPCN: inhibitors of human ABC transporter ABCB6; K562-ABCB6 porphyrin accumulation, flow cytometry, 1 h; active compounds read low; AID 602162; 0.19% of 360,000 active; Q9NP58; fluorescence ratio to DMSO, % at 10 µM;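 active means fluorescence ratio to DMSO below 75%, the collection mean minus 3 SD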;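 further: signal is porphyrin accumulated inside mitochondria; 100% equals median channel fluorescence of DMSO control wells; lower ratio means ABCB6 inhibition with less porphyrin fluorescence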
ABHD5-PLIN5 inh: inhibitors of human ABHD5-perilipin-5 interaction; Split G. princeps luciferase complementation, luminescence, 4 h; 0.78% of 360,000 active; inhibition, % at 4 µM; AID 602281; Q00G26+Q8WTS1;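 active means inhibition above the mean inhibition across every tested compound plus 3 SD, cut at about 22% in these data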;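 further: 0% = DMSO only wells and the 100% control is not disclosed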
CaV13 FRET inh: Disruptors of the CACNA1D IQ motif to Ca2+-dependent inactivation inhibitor domain association, primary screening, Förster resonance energy transfer in intact living …; HEK cells, CFP/YFP FRET ICDI-IQ, plate reader, 10 min; percent FRET-ratio fall versus neutral wells; inhibition, % at 12.3 µM; 0.098% of 340,000 active;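 active means mean replicate inhibition of at least 30% and at least 1% of replicates passing that level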;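 further: 0% = median of the neutral control wells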
PDI turbidity: blocks human protein disulfide isomerase activity | P07237 | PDI insulin aggregation turbidity, A650, 90 min | inhibition, % at 10 µM | 0.052% of 350,000 active;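 active means mean inhibition across replicates of 30% or more, whatever share of single replicates reach that level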;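 further: absorbance from insulin aggregation driven by PDI reduction with DTT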
Target sequence (P07237 whole entry, looked up): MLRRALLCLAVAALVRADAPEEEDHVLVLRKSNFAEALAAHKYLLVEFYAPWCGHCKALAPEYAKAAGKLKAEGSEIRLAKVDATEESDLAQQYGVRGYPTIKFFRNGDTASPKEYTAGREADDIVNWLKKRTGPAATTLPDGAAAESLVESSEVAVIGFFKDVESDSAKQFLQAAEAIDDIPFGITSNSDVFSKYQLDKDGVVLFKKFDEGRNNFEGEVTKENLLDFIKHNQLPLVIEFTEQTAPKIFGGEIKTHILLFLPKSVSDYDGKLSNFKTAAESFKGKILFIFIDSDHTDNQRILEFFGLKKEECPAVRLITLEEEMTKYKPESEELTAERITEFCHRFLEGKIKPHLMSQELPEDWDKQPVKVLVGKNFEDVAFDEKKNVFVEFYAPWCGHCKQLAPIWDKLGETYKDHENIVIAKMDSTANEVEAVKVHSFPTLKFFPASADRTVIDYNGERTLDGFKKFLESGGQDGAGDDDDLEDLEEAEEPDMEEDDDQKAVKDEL
N-glyco inh: N-linked glycosylation inhibition. D54 ERlucT glycosylation luciferase reporter, 24 h; percent of 100 nM tunicamycin response. reporter increase, % at 12.5 µM. 0.23% of 360,000 active. AID 588692;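 active means mean luciferase reporter signal, scaled so untreated is 0 and the glycosylation-blocking control 100, at or above a set limit in every replicate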;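 further: luciferase carries N-glycosylation sites so blocking glycosylation raises the light; 0% = median of neutral control wells and 100% = median of 100 nM tunicamycin wells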
Cardio protect: modulators protecting cardiomyocytes from myocardial damage; H9c2 cardiomyocytes, H2O2 injury protection, ATPLite, 2 h; protection from H2O2 cell death, % at 20 µM; 0.63% of 360,000 active;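 active means compounds giving at least 50% protection of heart cells from peroxide-induced death in the single-dose screen, raw or plate-pattern-corrected value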;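 further: 0% = DMSO wells with peroxide and 100% = DMSO wells without peroxide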
MC4R ag barr: human MC4R agonism via beta-arrestin. AID 540308. 0.98% of 360,000 active. P32245. U2OS MC4R beta-arrestin complementation, luminescence; percent of melanotan II response, DMSO zero. activation, % at 8.9 µM;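 active means activation above a per-plate cutoff, the mean activation of sample wells on that plate plus 3 SD, cut at about 8% in these data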
m5-HT2A agonist: activates the mouse 5-HT2A serotonin receptor; P35363; activation, % at 7.6 µM; 0.66% of 360,000 active; CHO-K1 mHTR2A beta-arrestin complementation, luminescence; percent of 30 µM serotonin response;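 active means activation above a run cutoff, the mean activation of all tested compounds plus 3 SD, cut at about 14% in these data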;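 further: 0% = plate median of compound wells and 100% = 30 µM serotonin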
Target sequence (P35363 whole entry, looked up): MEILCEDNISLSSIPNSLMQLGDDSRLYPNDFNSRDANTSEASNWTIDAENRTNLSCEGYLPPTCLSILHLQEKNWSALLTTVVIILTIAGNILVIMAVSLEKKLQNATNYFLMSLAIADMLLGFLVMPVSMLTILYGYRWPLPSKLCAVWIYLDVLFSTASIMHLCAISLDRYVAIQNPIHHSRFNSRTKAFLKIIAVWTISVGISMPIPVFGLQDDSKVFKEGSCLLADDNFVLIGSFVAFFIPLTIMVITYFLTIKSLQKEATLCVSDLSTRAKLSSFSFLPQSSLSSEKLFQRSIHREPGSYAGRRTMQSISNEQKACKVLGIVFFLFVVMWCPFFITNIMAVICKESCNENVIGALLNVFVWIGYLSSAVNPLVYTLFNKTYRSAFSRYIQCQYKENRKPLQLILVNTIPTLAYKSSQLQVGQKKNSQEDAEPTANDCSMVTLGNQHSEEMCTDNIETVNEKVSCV
Granule exo inh: lytic granule exocytosis inhibition. TALL-104 LAMP-1 surface exposure, flow cytometry; cells stimulated with thapsigargin and PMA. inhibition, % at 10 µM. 0.66% of 360,000 active. AID 651702;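 active means inhibition above about 55%, limit read from the data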
MC4R antagonist: blocks human MC4R cAMP signaling. MC4R-expressing cells, MTII-stimulated cAMP, LANCE TR-FRET. inhibition, % at 6.5 µM. 0.48% of 360,000 active;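 active means inhibition above its plate's cutoff, the mean of tested wells on that plate plus 3 SD, cut at about 29% in these data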;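 further: 0% = Melanotan II alone and 100% = Melanotan II plus saturating MCL0020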
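material = U2OS cells stably expressing human melanocortin 4 receptor (MC4R) | also added = Melanotan II challenge | dosing = single nominal compound dose of 6.5 µM | detection = TR-FRET with Eu-cAMP and labeled anti-cAMP, 671 nm | replication = singlicate | timing = compound 30 min, challenge 1 h, detection 1 h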
* = called active by the depositor; x = not tested or not shown. Rows were taken by chance. Share with any hit: about 4.2%.

Preview, 9 compounds:
Each structure is followed by: ABCB6 inh MLPCN	ABHD5-PLIN5 inh	CaV13 FRET inh	PDI turbidity	N-glyco inh	Cardio protect	MC4R ag barr	m5-HT2A agonist	Granule exo inh	MC4R antagonist
1	CC(C)(C)c1cc(CCC(=O)NCCc2ccccn2)cc(C(C)(C)C)c1O
    95.0	7.9	-3.5	-2.8	-0.2	2.8	-1.1	-0.8	23.3	7.5
2	Cn1nc(C(C)(C)C)cc1NC(=O)C1(C)CCN1C(=O)C1(c2ccccc2)CC1 (configuration not stated)
    94.0	-4.5	-12.2	-4.1	-0.8	0.3	-1.1	-2.5	7.8	-0.2
3	CCOC(=O)CC(NC(=O)C1c2ccccc2Oc2ccccc21)c1ccccc1Cl (configuration not stated)
    95.0	-1.9	-5.2	3.2	-3.4	8.4	3.6	-1.3	4.2	1.9
4	COc1ccc(C(=O)NCC(c2ccco2)N2CCOCC2)cc1OC (configuration not stated)
    105.0	-4.4	-5.3	-2.5	0.1	4.7	-2.5	-2.6	-9.4	8.4
5	CCC(C)(C)NC(=O)CN(Cc1cccs1)C(=O)CCC(=O)Nc1nccs1
    95.0	-3.5	-9.8	-4.5	2.4	2.2	-1.7	-0.3	-2.3	9.2
6	COc1cccc(OC)c1C(=O)Nc1ccc(N2CCN(S(C)(=O)=O)CC2)cc1
    99.0	0.7	-5.2	2.6	0.0	0.0	-3.0	-1.1	1.3	15.9
7	C(=NN=Cc1c[nH]c2ccccc12)c1c[nH]c2ccccc12
    96.0	9.3	-6.3	6.3	3.1	2.9	1.3	-0.4	-2.5	-0.9
8	COc1ccc(N2C(=O)CC(N3CCN(S(=O)(=O)c4c(F)cccc4F)CC3)C2=O)cc1OC (configuration not stated)
    99.0	0.6	-6.1	-11.1	2.4	2.4	-1.5	4.8	10.8	2.0
9	COc1ccc(-c2c(C#Cc3ccsc3)c3cc(-c4ccc(OC)c(F)c4)ccc3n2C)cc1
    102.0	2.9	-32.2	1.6	3.4	-4.3	0.8	5.2	6.4	9.4

Main list, previewed entries included:
Each structure is followed by: ABCB6 inh MLPCN	ABHD5-PLIN5 inh	CaV13 FRET inh	PDI turbidity	N-glyco inh	Cardio protect	MC4R ag barr	m5-HT2A agonist	Granule exo inh	MC4R antagonist
1	CC(C)(C)c1cc(CCC(=O)NCCc2ccccn2)cc(C(C)(C)C)c1O
    95.0	7.9	-3.5	-2.8	-0.2	2.8	-1.1	-0.8	23.3	7.5
2	Cn1nc(C(C)(C)C)cc1NC(=O)C1(C)CCN1C(=O)C1(c2ccccc2)CC1 (configuration not stated)
    94.0	-4.5	-12.2	-4.1	-0.8	0.3	-1.1	-2.5	7.8	-0.2
3	CCOC(=O)CC(NC(=O)C1c2ccccc2Oc2ccccc21)c1ccccc1Cl (configuration not stated)
    95.0	-1.9	-5.2	3.2	-3.4	8.4	3.6	-1.3	4.2	1.9
4	COc1ccc(C(=O)NCC(c2ccco2)N2CCOCC2)cc1OC (configuration not stated)
    105.0	-4.4	-5.3	-2.5	0.1	4.7	-2.5	-2.6	-9.4	8.4
5	CCC(C)(C)NC(=O)CN(Cc1cccs1)C(=O)CCC(=O)Nc1nccs1
    95.0	-3.5	-9.8	-4.5	2.4	2.2	-1.7	-0.3	-2.3	9.2
6	COc1cccc(OC)c1C(=O)Nc1ccc(N2CCN(S(C)(=O)=O)CC2)cc1
    99.0	0.7	-5.2	2.6	0.0	0.0	-3.0	-1.1	1.3	15.9
7	C(=NN=Cc1c[nH]c2ccccc12)c1c[nH]c2ccccc12
    96.0	9.3	-6.3	6.3	3.1	2.9	1.3	-0.4	-2.5	-0.9
8	COc1ccc(N2C(=O)CC(N3CCN(S(=O)(=O)c4c(F)cccc4F)CC3)C2=O)cc1OC (configuration not stated)
    99.0	0.6	-6.1	-11.1	2.4	2.4	-1.5	4.8	10.8	2.0
9	COc1ccc(-c2c(C#Cc3ccsc3)c3cc(-c4ccc(OC)c(F)c4)ccc3n2C)cc1
    102.0	2.9	-32.2	1.6	3.4	-4.3	0.8	5.2	6.4	9.4
10	COC(=O)C1=C(C)C(c2ccc(OC)cc2)NC(=S)N1 (configuration not stated)
    91.0	-4.7	-2.5	8.5	-1.1	3.0	0.6	4.3	-0.2	8.0
11	COCCNC(=O)C1(C)CCCN(Cc2cc3ccccc3o2)C1 (configuration not stated)
    99.0	-4.6	-4.7	1.8	3.6	-0.9	-0.7	1.4	-6.2	-2.6
12	O=C(OC1C2C=CC1C1C(=O)NC21)c1ccccc1 (configuration not stated)
    97.0	1.0	-10.6	3.2	-0.9	-1.1	0.7	-2.2	-1.5	-1.9
13	CC(C)Oc1cccc(C(=O)C2CCCN(C(=O)c3cc(C4CC4)[nH]n3)C2)c1 (configuration not stated)
    101.0	-4.0	-5.8	0.9	-1.3	-8.4	0.9	-0.7	-2.3	5.0
14	N#CCc1ccc(OC(=O)c2ccncc2)cc1
    99.0	-2.6	-4.2	-9.1	-0.4	2.6	0.5	3.3	2.8	16.3
15	CCc1nc(C)cn1S(=O)(=O)c1cc(C)c(OC)c(C)c1C
    99.0	-1.9	-8.1	-2.9	1.4	5.0	-1.1	-0.1	-3.5	3.5
16	COc1ccc(Cl)c(NC(=O)Cn2nnc(-c3ccccc3N)n2)c1
    101.0	3.4	-4.4	-6.9	-1.7	-7.1	-1.7	1.4	-1.5	-0.4
17	COc1ccc(/C(N)=N/OC(=O)c2ccc([N+](=O)[O-])c(C)c2)cc1OC
    101.0	1.3	-18.3	-3.6	0.7	-2.5	-2.1	-1.6	-4.1	11.4
18	Cc1noc(C)c1CN1C(=O)c2ccccc2C1=O
    97.0	-0.1	-5.4	3.9	2.6	0.7	-1.2	0.9	-1.1	0.7
19	NC(=O)c1ccc2c(c1)OCCO2
    105.0	0.1	x	-6.4	3.5	9.5	0.7	0.3	4.9	0.4
20	COc1ccc(C(=O)Nc2ccc(C(=O)N3CCC(C)CC3)cc2)cc1OC
    107.0	-3.0	-2.5	-7.2	2.1	-0.3	-0.2	1.7	6.2	5.3
21	COC(=O)c1cccc(C(=O)N2CCCC(C(=O)c3ccccc3OC)C2)c1 (configuration not stated)
    98.0	-3.5	-11.5	14.3	-0.4	4.1	-1.2	1.3	5.0	11.5
22	Cc1c(Cl)c([N+](=O)[O-])nn1CC(=O)NCC(C)C
    101.0	-4.9	-2.3	16.9	1.3	-7.2	1.2	4.6	8.7	2.2
23	CC(C)(C)OC(=O)C[C@H]1C/C=C\C[C@@H](CC(=O)N(CCO)Cc2ccccc2)C(=O)NC[C@H](c2ccccc2)OC1=O
    96.0	-0.5	-9.4	-0.3	-0.6	9.0	-2.1	4.4	-2.7	6.9
24	CCOc1cc(/C=C2/C(=N)N3C=CSC3=NC2=O)ccc1OCCCOc1ccccc1C
    88.0	-6.9	-8.7	-8.1	19.7	-18.7	9.4*	1.1	1.5	3.3
25	COC(=O)c1ccccc1NC(NC(=O)c1ccco1)C(=O)c1ccc(C)cc1 (configuration not stated)
    100.0	-7.5	-3.2	-3.4	-5.3	1.6	3.3	-1.1	0.0	2.3
26	Cc1ccc(SCc2[nH]nc3c2C(C(C)C)C(C#N)=C(N)O3)cc1 (configuration not stated)
    92.0	-1.4	-5.7	3.6	x	-23.4	2.9	-2.4	-0.4	1.1
27	COc1ccc(NC(=O)COC(=O)CCc2nc3ccccc3c(=O)[nH]2)c(OC)c1
    103.0	-13.4	-5.6	11.7	2.6	18.8	-0.3	-5.3	-0.3	5.7
28	O=C1CCc2cc(S(=O)(=O)Nc3ccccc3)ccc2N1
    96.0	1.5	-4.1	-1.4	-0.7	-1.6	-1.1	-1.2	-0.9	-1.8
29	C=CC[C@H](CC(=O)N(CCO)Cc1ccccc1)C(=O)N[C@H](COC(=O)[C@@H](CC=C)CC(=O)OC(C)(C)C)c1ccccc1
    96.0	0.2	-10.7	-1.3	0.2	28.6	-0.7	-5.0	-1.3	3.4
30	CC1(C)NC(=O)N(CC(=O)N2CCC(Cc3ccccc3)CC2)C1=O
    95.0	0.0	x	8.9	-1.7	1.3	-1.6	1.6	8.7	12.6
31	CCNCc1cc([N+](=O)[O-])ccc1OCC
    97.0	-7.2	-7.8	5.6	2.2	-2.0	-0.7	-1.6	2.9	-2.4
32	O=C(CCc1ccccc1)Nc1ccc(F)c([N+](=O)[O-])c1
    102.0	-0.5	-2.7	-10.3	-2.8	3.7	-0.4	1.0	-0.2	21.5
33	Cc1sc2ncn(CC(=O)NCCCC(=O)N3CCN(c4ccccn4)CC3)c(=O)c2c1C
    89.0	7.8	1.7	4.9	1.7	-1.9	0.7	1.5	2.1	11.0
34	O=C(COc1ncnc2ccccc12)N1CCN(c2ccccc2)CC1
    98.0	-5.8	-6.8	12.4	1.1	0.5	0.0	-1.6	-0.8	3.9
35	O=C(CCCOc1ccccc1)Nc1cccc(S(=O)(=O)N2CCCCCC2)c1
    94.0	-2.6	-6.1	-4.8	-2.7	-8.1	2.1	0.7	-14.7	11.3
36	Cc1nc(N)nc(N)c1/C=C/C(C)(C)c1ccc(Cl)cc1
    87.0	16.2	8.4	2.7	-10.8	-18.2	-0.4	-6.2	13.6	-3.8
37	CCOC(=O)Cn1c(=NC(=O)CSC(C)=O)sc2cc(OC)ccc21
    112.0	-9.1	x	9.5	0.2	3.1	0.2	1.8	-1.2	4.5
38	C#CCSC1=C(C#N)C(c2cccs2)C(C(=O)OCC)=C(C)N1 (configuration not stated)
    99.0	-8.3	-4.9	3.6	-3.4	1.2	-0.4	-3.6	-5.2	10.3
39	Cc1cccc(N2C(=O)CSC23CCCCC3)c1
    97.0	3.2	6.0	-3.5	1.4	-4.3	-2.3	5.3	2.0	-1.0
40	O=C(COc1ccc(S(=O)(=O)N2CCCCC2)cc1Cl)N1CCOCC1
    89.0	-0.7	-7.1	1.3	-0.8	3.3	-1.8	0.4	-10.8	-1.8
41	COc1ccc(Cc2nc3c4c(ncn3n2)Oc2ccc3ccccc3c2C4c2ccc(OC)c(OC)c2)cc1 (configuration not stated)
    98.0	-3.8	-19.2	10.4	-0.9	-7.9	-1.4	5.7	-1.5	2.5
42	O=C1NC(c2cn(-c3ccccc3)nc2-c2cccs2)C(C(=O)c2cccnc2)C(O)(C(F)(F)F)N1 (configuration not stated)
    89.0	-4.4	-0.1	18.5	-0.3	0.1	-1.5	0.2	-1.7	5.1
43	OCn1c2ccccc2c2ccccc21
    96.0	7.4	-3.9	4.9	1.3	-0.8	-1.9	6.8	2.3	2.6
44	COc1cccc(CN(C)C(=O)C2CCN(S(=O)(=O)c3cccs3)CC2)c1OC
    105.0	-3.7	-2.1	-0.1	-1.3	-2.6	-1.4	8.8	-3.3	1.0
